Bioassay records: PubChem BioAssay, several laboratories
TDP2 absorb: blocks human TDP2 phosphodiesterase activity; O95551; recombinant TDP2, T5PNP hydrolysis, p-nitrophenol absorbance 415 nm; inhibition, % at 12.8 µM; hit rate 0.34% among 370,000;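 active means inhibition above the mean of all tested compounds plus 3 SD, set per campaign, cut at about 25% in these data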;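 further: 0% = DMSO with enzyme and 100% = buffer with substrate but no TDP2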
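Assay system: recombinant human TDP2 / Reagent: T5PNP substrate at 5 mM, a TopII-DNA adduct mimic / Measured by: epi absorbance from released p-nitrophenol / Evaluation: % inhibition relative to enzyme-containing and enzyme-free wells / Control set: enzyme-free and DMSO wells / Replicates: each compound tested once, singlicate / Schedule: enzyme reaction with compound for 2 h at 37 °C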
PG9 binder: small molecules binding HIV-1 gp120 antibody PG9. TR-FRET gp120-PG9 antibody binding. inhibition, % at 6.7 µM. hit rate 0.43% among 360,000. AID 624416; in the data active means inhibition above about 8.5%
LEDGF integ inh: blocks HIV-1 LEDGF/p75-dependent DNA integration. inhibition, % at 3.7 µM. TR-FRET IN-LEDGF/p75 DNA integration, Eu/Cy5. AID 743269. hit rate 0.64% among 370,000;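 active means inhibition above the screen-wide mean plus 3 SD, cut at about 13% in these data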;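 further: signal is the Cy5 over europium emission ratio at 671 and 618 nm; 0% = plate median of compound wells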
SIAE inh: inhibitors of human sialic acid acetylesterase SIAE | AID 1053197 | inhibition, % at 9.66 µM | hit rate 0.69% among 370,000 | SIAE FP-Rh probe binding, fluorescence polarization;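 active means inhibition above a cutoff: mean of compounds within the control limits plus 3 SD of those, cut at about 17% in these data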;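 further: 0% = plate median of compound wells and 100% = probe without SIAE protein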
Target sequence (Q9HAT2 whole entry, looked up): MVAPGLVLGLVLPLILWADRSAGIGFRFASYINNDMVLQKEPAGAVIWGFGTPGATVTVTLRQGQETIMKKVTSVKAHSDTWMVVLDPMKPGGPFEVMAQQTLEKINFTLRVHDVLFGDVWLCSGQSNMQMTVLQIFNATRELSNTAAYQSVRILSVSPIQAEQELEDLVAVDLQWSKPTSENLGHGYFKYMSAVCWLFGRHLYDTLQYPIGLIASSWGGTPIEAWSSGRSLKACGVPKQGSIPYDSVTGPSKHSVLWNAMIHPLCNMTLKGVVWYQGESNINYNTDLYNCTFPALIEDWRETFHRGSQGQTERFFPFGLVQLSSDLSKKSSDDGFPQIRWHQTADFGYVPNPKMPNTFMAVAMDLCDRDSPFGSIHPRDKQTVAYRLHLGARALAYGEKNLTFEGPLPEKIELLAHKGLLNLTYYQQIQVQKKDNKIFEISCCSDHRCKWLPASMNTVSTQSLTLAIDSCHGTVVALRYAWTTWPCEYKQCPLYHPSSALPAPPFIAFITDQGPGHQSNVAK
NR1D1 modulator: Rev-erb alpha (human) modulation | P20393 | Rev-erbα–FITC-DNA binding, fluorescence polarization, 90 min | activity, % at 10 µM | hit rate 0.79% among 370,000 | AID 1259318;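 active means activity above about 14%, limit read from the data; passing the limit was not always enough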;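 further: 0% = DMSO wells with 35 nM protein and 100% = DMSO wells with 750 nM protein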
PRMT1 inh: inhibitors of human PRMT1; recombinant PRMT1, activity-based probe fluorescence polarization; inhibition, % at 2.79 µM; hit rate 1.3% among 370,000; AID 652257;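 active means inhibition above about 21% made by adding two undisclosed values, limit read from the data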
mABHD4 FP: ABHD4 (mouse) inhibition, primary FP screen | Q8VD66 | purified mABHD4, FP-Rh probe fluorescence polarization | inhibition, % at 8.92 µM | hit rate 0.54% among 370,000;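 active means inhibition exceeding the mean over every tested compound plus 3 SD, cut at about 30% in these data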;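 further: 0% = plate median of compound wells and 100% = S159A mutant with DMSO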
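Assay system: mABHD4 protein; medium: HEPES pH 7.0, NaCl, Pluronic buffer; dosing: 8.92 µM, single dose; schedule: 45 min + 60 min at 25 °C; signal: FP readout, ex 525 nm / em 598 nm; read-out: normalized percent inhibition of probe labeling; repeats: single replicate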
TCR CD3 inh: blocks the human TCR-CD3 interaction | hit rate 0.37% among 360,000 | TAMRA-labeled TCR probe fluorescence, biochemical | AID 651800 | inhibition, % at 9.4 µM; in the data active means inhibition above about 19%;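 further: recombinant mutant TCR 2C K166C tagged with TAMRA read by polarization; 0% = receptor in buffer alone and 100% = receptor with positive control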
HTRA1 inhibitor: blocks human HTRA1 serine peptidase. Q92743. recombinant HTRA1, FP-rhodamine activity-based probe, fluorescence polarization. inhibition, % at 5.96 µM. hit rate 0.5% among 340,000; in the data active means inhibition above about 36%;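 further: 0% = enzyme with DMSO and 100% = wells lacking enzyme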
Target sequence (Q92743 whole entry, looked up): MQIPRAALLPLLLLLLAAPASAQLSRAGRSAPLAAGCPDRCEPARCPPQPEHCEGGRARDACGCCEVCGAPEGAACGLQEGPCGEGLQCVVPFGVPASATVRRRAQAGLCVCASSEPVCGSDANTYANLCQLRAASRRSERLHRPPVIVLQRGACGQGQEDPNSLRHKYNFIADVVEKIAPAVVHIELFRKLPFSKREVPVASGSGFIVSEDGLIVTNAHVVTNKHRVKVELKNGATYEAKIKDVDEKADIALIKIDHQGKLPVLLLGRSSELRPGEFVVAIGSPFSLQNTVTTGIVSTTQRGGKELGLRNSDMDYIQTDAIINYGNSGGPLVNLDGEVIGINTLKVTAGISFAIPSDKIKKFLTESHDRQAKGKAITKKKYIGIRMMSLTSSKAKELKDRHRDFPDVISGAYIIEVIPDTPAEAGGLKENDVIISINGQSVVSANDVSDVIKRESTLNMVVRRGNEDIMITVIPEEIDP
rCAG RNA binder: r(CAG) repeat RNA binding | TO-PRO-1 dye displacement fluorescence | hit rate 1.3% among 370,000 | AID 651821 | inhibition, % at 3 µM;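 active means inhibition above the plate cutoff, the mean of all test compounds on that plate plus 3 SD, cut at about 35% in these data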;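 further: 0% = DMSO alone and 100% = 100 µM mitoxantrone as full dye displacement; higher means more dye released from RNA so lower well fluorescence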
Numbers without * were called inactive; nt = no result given.

structure | TCR CD3 inh | SIAE inh | rCAG RNA binder | LEDGF integ inh | TDP2 absorb | NR1D1 modulator | PG9 binder | PRMT1 inh | mABHD4 FP | HTRA1 inhibitor
Cc1cccc2sc(NC(=O)C3=NN(c4ccccc4)C(=O)CC3)nc12 | -4 | 1 | 9 | 2 | -6 | 1 | -0.8 | -1 | 5 | -5
CCOC(=O)CN1C(=O)COc2ccc(C(C)(C)C)cc21 | -1 | 0 | -8 | -2 | -3 | 2 | -0.3 | -2 | 6 | 4
CCOC(=O)C1(CCOc2ccccc2)CCN(C(=O)CCSC)CC1 | 2 | 4 | -8 | -2 | 15 | 5 | -0.7 | 5 | 9 | 4
C/C(Cn1cnc([N+](=O)[O-])n1)=N\NC(=O)c1ccncc1 | -7 | -2 | 1 | -1 | -15 | -4 | 0.3 | 1 | 7 | 14
CC1CN(c2ccc(NS(=O)(=O)c3ccccc3)cc2C(=O)O)CC(C)O1 (stereo not given) | -5 | 5 | -1 | -3 | 6 | 0 | 7.6 | 4 | 8 | 7
CC1=C([N+](=O)[O-])C(c2ccccc2C(F)(F)F)NC(=O)N1C (stereo not given) | -12 | -4 | -5 | -2 | 7 | 1 | -1.4 | -4 | 4 | -4
O=C(CCC1CCCC1)NCCS(=O)(=O)N1CCN(c2ccc(F)cc2)CC1 | -5 | 1 | -4 | -11 | -12 | 0 | -0.6 | 3 | -5 | -3
O=C1CC(=O)N(Cc2ccco2)C(=O)N1 | 8 | -9 | 35* | 89* | 16 | 1 | -0.8 | 22* | -5 | -7
Clc1ccc(-c2cn3cc(Br)ccc3n2)cc1Cl | 1 | -4 | 12 | -6 | -3 | 19 | 7.3 | 2 | -12 | -11
CCCC(=O)NCc1ccc2c(c1)cc(C)n2C | 4 | -4 | -2 | -1 | -4 | 1 | 1.8 | 7 | 4 | 7
Cc1nnc(SCC(=O)Nc2ccc(F)cc2)n(N)c1=O | 7 | -3 | 1 | -2 | -1 | 1 | 0.2 | 1 | 9 | -2
O=C(CN1CCCCC1)NCC1(c2ccccc2)CCCC1 | 2 | -3 | -8 | -3 | 4 | 1 | 0.7 | -3 | 3 | 1
C=C[C@@H]1c2cc(C)ccc2N(S(=O)(=O)c2ccc(C)cc2)[C@H](c2ccccc2C(F)(F)F)C1(C#N)C#N | -6 | 1 | 5 | -2 | 2 | 6 | 0.6 | -1 | 5 | -3
CC(=O)Nc1ccc(NC(=O)C(C)n2nc([N+](=O)[O-])c(Br)c2C)cc1 (stereo not given) | 5 | -2 | -2 | -4 | 1 | -1 | -2.1 | 2 | -8 | -2
COc1ccc(NC(=S)NC2CCCC2)c(OC)c1 | -1 | 0 | -2 | -1 | -9 | -4 | 0.7 | 3 | -2 | 3
CCOC(=O)c1ccccc1NC1c2ccccc2C(=O)N1c1ccc(C)cn1 (stereo not given) | -9 | -4 | 1 | -2 | 0 | -3 | -0.4 | 0 | 8 | 3
CC(=O)Nc1ccc(C(=O)OC2CCCCC2=O)cc1 (stereo not given) | 3 | -6 | 1 | 0 | -3 | -4 | -2.9 | -2 | 2 | -1
COc1ccccc1N1CCN(C(=O)Nc2cccc(Cl)c2)CC1 | 7 | -1 | -3 | 1 | -10 | -3 | 0.4 | 2 | -4 | -5
O=C(NCCC(=O)N1CCN(c2ncccn2)CC1)c1ccccc1Cl | -4 | -5 | -2 | 1 | -1 | -4 | -2.3 | 0 | 7 | 5
O=S(=O)(NCC(c1ccc2c(c1)OCO2)N1CCOCC1)c1ccccc1 (stereo not given) | -2 | -3 | -7 | -1 | -17 | -2 | 0.7 | -1 | -6 | -5
Cc1ccc(/C=C/S(=O)(=O)NCC(=O)OCC(=O)Nc2c(F)cccc2F)cc1 | -1 | 2 | 4 | 1 | 14 | -2 | -2.1 | -1 | 1 | -18
CCCC(=O)NCC(c1cccs1)S(=O)(=O)c1ccc(C)cc1 (stereo not given) | 6 | 2 | -5 | 3 | 6 | -6 | -1.6 | 0 | -3 | 7
CCC1(c2ccccc2)C(=O)N(C(=O)OC(C)(C)C)N1C(=O)OC(C)(C)C (stereo not given) | -7 | 3 | 0 | 0 | -8 | 3 | -0.9 | -1 | 2 | -3
CO[C@@H]1CN(C)C(=O)c2cc(NC(=O)Nc3cc(F)ccc3F)ccc2OC[C@H](C)NC[C@@H]1C | -4 | -1 | 7 | 3 | -6 | 1 | -0.9 | -4 | -2 | nt
O=C(COC(=O)c1ccc(F)c(S(=O)(=O)N2CCOCC2)c1)NCc1ccc(Cl)cc1 | 3 | 0 | -2 | 3 | 0 | 2 | -2.0 | -9 | -5 | 1
O=C(CN1C(=O)CSCC1=O)NCc1ccc(F)cc1 | 0 | 3 | -2 | -1 | -3 | 1 | -1.2 | 2 | -2 | 3
Cc1cc([N+](=O)[O-])cc([N+](=O)[O-])c1NCC(C)C | 0 | 1 | 3 | 5 | 1 | 4 | -1.3 | -1 | -7 | nt
O=C(CN1CCN(CC(=O)Nc2ccccc2C(F)(F)F)CC1)Nc1ccccc1F | 7 | 2 | -9 | -2 | -4 | 4 | -2.8 | 3 | -4 | -2
COc1cccc(OC)c1C(=O)OCC(=O)NCc1ccco1 | -4 | 2 | 2 | 5 | -6 | 0 | 0.2 | -2 | 1 | 1
Cc1oc(C)c(S(=O)(=O)NCc2cccs2)c1C(=O)O | -3 | 7 | 3 | 3 | 13 | -1 | 1.5 | -2 | 0 | 2
COc1ccc(/C=C/C(=O)c2cc(F)ccc2OC(=O)c2ccc(OC)c(OC)c2)cc1OC | 5 | -5 | -2 | -1 | -5 | -7 | -1.2 | -2 | -7 | -3
CC(C)(C)OC(=O)N1CCCC(C(=O)Nc2ccc(C(=O)NCc3ccccc3)cc2)C1 (stereo not given) | -1 | -9 | -2 | 4 | 0 | -5 | 0.3 | -3 | -16 | 2
CC(=O)Nc1ccc(-c2cn3c(n2)SCC3)cc1 | 6 | 4 | 4 | 3 | -3 | -2 | -4.3 | 3 | 5 | 1
Cc1ccccc1-n1c(-c2ccc(Cl)cc2)cnc1SCC(=O)NC1CCS(=O)(=O)C1 (stereo not given) | 3 | 2 | 3 | 1 | -1 | 3 | -0.9 | 1 | -3 | -5
CCn1cc(C(=O)NCc2ccc(Cl)cc2)c(=O)c2cc(S(=O)(=O)N3CCOCC3)ccc21 | -12 | -6 | 3 | 1 | 2 | 5 | -3.4 | 2 | -2 | -9
CCOC(=O)C1(C)CCN1C(=O)c1cc(C)oc1C (stereo not given) | 6 | -5 | 1 | 3 | 3 | -8 | -0.3 | 2 | 2 | nt
Cc1ccc(C)c(Cn2nnc3c(=O)[nH]c(C4CCN(C(=O)c5ccco5)CC4)nc32)c1 | -2 | -5 | -2 | -1 | -1 | 1 | 0.6 | 0 | 4 | -4
COC(=O)c1ccc(C(NC(=O)OCc2ccccc2)/C(F)=C/[C@@H](C)C(=O)O)cc1 (stereo not given in full) | 2 | -4 | 7 | 1 | -14 | -2 | -2.9 | 0 | -3 | -7
CCOc1ccccc1OCCCC(=O)N1CCN(S(=O)(=O)c2ccc(C)cc2)CC1 | 4 | -6 | -4 | -1 | -9 | 4 | 0.5 | 3 | -8 | -2
CC(=O)C1(C(=O)NC2CCCC2)CC(c2ccccn2)=NO1 (stereo not given) | nt | -3 | -1 | 5 | 2 | 2 | nt | 2 | -1 | nt
O=C(CCCN1C(=O)c2cccc3cccc(c23)C1=O)NC1CCS(=O)(=O)C1 (stereo not given) | 6 | 0 | -2 | 0 | 4 | 1 | 0.0 | -2 | -2 | 3
O=C(c1ccc2c(c1)OCO2)C1CCCN(Cc2cccc(C(F)(F)F)c2)C1 (stereo not given) | -1 | 3 | -4 | 8 | -10 | -5 | -1.5 | -5 | -11 | -16
COC(=O)C1CN(Cc2ccc(OC)cc2)CCS(=O)(=O)N1Cc1cn(Cc2ccccc2)nn1 (stereo not given) | nt | 2 | 0 | -2 | -6 | 0 | nt | 2 | 3 | nt
CCCC(=O)c1cn(CC(=O)OC)c2ccccc12 | -4 | -7 | -1 | 2 | 7 | -4 | -0.5 | 2 | -1 | -1
CCOC(=O)C1CN(S(=O)(=O)c2cccs2)c2ccc(CC(=O)OC)cc2O1 (stereo not given) | -6 | 5 | -8 | -5 | 0 | -6 | -1.1 | 11 | 4 | 4
COCC(=O)N(Cc1ccc(OC)cc1)Cc1nc2ccccc2c(=O)[nH]1 | 1 | -5 | 1 | -1 | -7 | 5 | 2.7 | -2 | -4 | 5
CC(C)OCCCN1CC(=O)N2C(c3ccccc3)c3[nH]c4ccccc4c3C[C@H]2C1=O (stereo not given in full) | -7 | 2 | 2 | 0 | -5 | -1 | -0.9 | -1 | 3 | -1
Cc1cccc(/N=C/c2c(O)c3ccccc3oc2=O)n1 | 4 | -13 | 2 | 1 | -5 | 7 | 0.0 | 1 | -3 | 0

2 neighbouring records from above:
structure | TCR CD3 inh | SIAE inh | rCAG RNA binder | LEDGF integ inh | TDP2 absorb | NR1D1 modulator | PG9 binder | PRMT1 inh | mABHD4 FP | HTRA1 inhibitor
CC(C)OCCCN1CC(=O)N2C(c3ccccc3)c3[nH]c4ccccc4c3C[C@H]2C1=O (stereo not given in full) | -7 | 2 | 2 | 0 | -5 | -1 | -0.9 | -1 | 3 | -1
Cc1cccc(/N=C/c2c(O)c3ccccc3oc2=O)n1 | 4 | -13 | 2 | 1 | -5 | 7 | 0.0 | 1 | -3 | 0

The listing continues:
structure | TCR CD3 inh | SIAE inh | rCAG RNA binder | LEDGF integ inh | TDP2 absorb | NR1D1 modulator | PG9 binder | PRMT1 inh | mABHD4 FP | HTRA1 inhibitor
CC1(C)CC(=O)C2=C(C1)Nc1ccccc1NC2c1cccnc1 (stereo not given) | -4 | 0 | -2 | 0 | 1 | -4 | 0.1 | 3 | 6 | 0
COc1ccc(/C=C2\SC(=O)N(CCNC(=O)C3=COCCO3)C2=O)cc1 | -3 | -4 | 3 | 6 | -11 | -8 | -1.8 | -2 | -13 | -1
CCOC(=O)NCCOC(=O)Nc1ccc(Cl)cc1 | 3 | -2 | -1 | -1 | 8 | 4 | -1.9 | 1 | -2 | 4
CCOc1ccc(C(=O)N2CCN(c3ncccn3)CC2)cc1 | 7 | -1 | -8 | -2 | 0 | 2 | 1.0 | 2 | 1 | 5
CCCCCCn1c(-c2cccs2)n[nH]c1=S | -5 | 2 | 3 | -1 | -11 | 1 | 2.7 | 41* | -6 | -6
Cc1cc(C)c(S(=O)(=O)Nc2ccccc2C(=O)N2CCOCC2)c(C)c1 | 7 | -6 | -2 | 2 | 10 | 0 | -2.1 | 1 | 0 | 2
O=C(Cn1cnc2ccccc21)N1CCN(S(=O)(=O)c2ccccc2)CC1 | 3 | 3 | -3 | 5 | 5 | -5 | -1.6 | -5 | -17 | 9
COc1cccc(-c2cnc3c(NC(C)=O)cc(-c4cccc(NS(C)(=O)=O)c4)cn23)c1 | -1 | -12 | 10 | 5 | -1 | -7 | -1.7 | -5 | -24 | nt
Cn1cc(-c2cccc(Cl)c2)cc(C#N)c1=O | 1 | -1 | -2 | 4 | 4 | -1 | -1.6 | 0 | -3 | 8

A portion of the library; count on the stated rates, not on these rows.
